TEAD-YAP inh = TEAD-YAP interaction inhibition; 640,000 tested, 1.4% active; inhibition, % at 9.12 µM; AID 1259422; HEK-TIYL cells, TEAD-Gal4/YAP UAS-luciferase luminescence; in the data active means inhibition above about 32%;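 further: 0% = median of test compound wells and 100% = reference inhibitor wells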
GPR151 ag = activators of human GPR151; Q8TDV0; PathHunter beta-arrestin GPR151 cells, luminescence; activation, % at 11.2 µM; 650,000 tested, 1% active; AID 1508602; in the data active means activation above about 4.9%;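 further: 0% = median of compound wells and 100% = cells with positive control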
Target sequence (Q8TDV0 whole entry, looked up): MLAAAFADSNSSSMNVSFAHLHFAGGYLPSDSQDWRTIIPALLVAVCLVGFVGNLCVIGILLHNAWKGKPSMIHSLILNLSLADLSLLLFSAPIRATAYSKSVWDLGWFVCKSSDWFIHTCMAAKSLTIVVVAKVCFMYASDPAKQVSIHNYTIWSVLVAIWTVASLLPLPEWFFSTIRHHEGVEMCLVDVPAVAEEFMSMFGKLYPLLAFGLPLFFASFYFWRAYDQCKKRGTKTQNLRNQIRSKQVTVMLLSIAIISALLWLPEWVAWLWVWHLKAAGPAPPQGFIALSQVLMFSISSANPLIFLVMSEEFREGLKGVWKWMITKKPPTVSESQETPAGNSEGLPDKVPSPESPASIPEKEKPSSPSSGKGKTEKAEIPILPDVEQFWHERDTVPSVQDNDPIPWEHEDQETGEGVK
MITF inh = human MITF inhibition, primary screen; 650,000 tested, 0.91% active; inhibition, % at 2.6 µM; O75030; AlphaScreen MITF homodimerization, bead proximity signal; in the data active means inhibition above about 50%;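 further: 0% = vehicle wells with protein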
Target sequence (O75030 whole entry, looked up): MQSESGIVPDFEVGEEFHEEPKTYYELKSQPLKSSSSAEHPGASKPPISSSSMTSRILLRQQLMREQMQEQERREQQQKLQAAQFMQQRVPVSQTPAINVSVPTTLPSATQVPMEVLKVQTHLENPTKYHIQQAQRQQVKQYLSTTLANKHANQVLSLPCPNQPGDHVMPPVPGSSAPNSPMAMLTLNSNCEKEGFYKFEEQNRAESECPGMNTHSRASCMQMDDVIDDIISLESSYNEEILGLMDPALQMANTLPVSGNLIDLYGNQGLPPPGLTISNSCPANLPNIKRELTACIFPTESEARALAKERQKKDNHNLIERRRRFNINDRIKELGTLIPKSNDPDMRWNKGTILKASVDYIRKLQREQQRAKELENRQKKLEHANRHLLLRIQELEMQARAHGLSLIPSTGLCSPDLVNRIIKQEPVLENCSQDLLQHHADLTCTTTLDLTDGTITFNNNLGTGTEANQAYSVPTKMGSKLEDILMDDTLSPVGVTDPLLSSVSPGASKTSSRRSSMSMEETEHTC
FBW7 activator = activators of human E3 ligase FBW7. AlphaScreen FBW7–phospho-cyclin E peptide binding, activator screen. AID 1259310. 650,000 tested, 0.13% active. normalized activity (activation), % at 26.1 µM. Q969H0; in the data active means normalized activity above about 1.9%;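 further: purified mutant Fbw7 with reduced substrate affinity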
* hit, by the source's call. Rows are unselected; any-hit rate near 3.5%.

For CC(C)Oc1cccc(C(=O)Nc2ccc(N3CCN(S(C)(=O)=O)CC3)cc2)c1 the results were TEAD-YAP inh -3, GPR151 ag -0.8, MITF inh -12 and FBW7 activator 0.0.
Screening NC(=O)C1CCN(C(=O)CCn2nnc3ccccc3c2=O)CC1 returned TEAD-YAP inh 1, GPR151 ag 0.1, MITF inh 8 and FBW7 activator 0.8.
O=C(Cn1c2c(c(-c3ccccc3Cl)cc1=O)CCC2)NC1CC1 was read as TEAD-YAP inh 7, GPR151 ag -0.5, MITF inh -14 and FBW7 activator -0.2.
CC(C)CCOc1ccc(C(=O)NNC(=O)C(C)(C)C)cc1 was read as TEAD-YAP inh -11, GPR151 ag 0.7, MITF inh 2 and FBW7 activator 0.0.
`CCNC(=S)N/N=C/c1ccccc1Oc1nc(C)cc(OC)n1` gave TEAD-YAP inh -2, GPR151 ag 0.7, MITF inh 14 and FBW7 activator 0.5.
`Cn1cc(S(=O)(=O)CC(=O)Nc2ccc(F)cc2)c2ccccc21` gave TEAD-YAP inh 0, GPR151 ag -1.1, MITF inh 1 and FBW7 activator 0.1.
For O=C(OCC(=O)N1CCN(C(=O)c2ccco2)CC1)c1c2ccccc2cc2ccccc12 the results were TEAD-YAP inh 7, GPR151 ag -0.5, MITF inh 5 and FBW7 activator 0.1.
O=C(CSc1ccc(C(F)(F)F)cc1[N+](=O)[O-])Nc1ccccc1Br was read as TEAD-YAP inh 3, GPR151 ag -0.7, MITF inh 12 and FBW7 activator 0.2.
COc1ccc(C2=NN(C(=O)c3ccc(Cl)cc3)C(c3cc4ccc(C)cc4nc3Cl)C2)cc1 (centres undefined) was read as TEAD-YAP inh -6, GPR151 ag 0.5, MITF inh 1 and FBW7 activator 0.0.
`Cc1nc2ccc(S(=O)(=O)NCc3ccccc3)cc2s1` gave TEAD-YAP inh 4, GPR151 ag 1.5, MITF inh 6 and FBW7 activator 0.0.
CCc1cc(NCc2ccccn2)n2nc3nc(C)cc(C)c3c2n1 was read as TEAD-YAP inh 2, GPR151 ag -0.3, MITF inh 1 and FBW7 activator -0.1.
For O=C(CCc1ccccc1)NCCCCN1CCOC(c2ccccc2)C1 (centres undefined) the results were TEAD-YAP inh 0, GPR151 ag -1.9, MITF inh -6 and FBW7 activator -0.2.
`CN(C1CCOCC1)C1CCN(c2ccc(C(=O)NCc3ccccc3F)cc2)CC1` gave TEAD-YAP inh -7, GPR151 ag 0.4, MITF inh -8 and FBW7 activator 0.0.
Screening COC(=O)c1ccc(/C=C2\C(=O)NC(=O)N(c3ccc(C)c(C)c3)C2=O)cc1 returned TEAD-YAP inh 2, GPR151 ag 3.5, MITF inh 17 and FBW7 activator 0.1.
`Cc1ccccc1C(=O)Nc1cccc(C(=O)N/N=C/c2cccc(O)c2)c1` gave TEAD-YAP inh -12, GPR151 ag 0.0, MITF inh 8 and FBW7 activator 0.1.
Screening CCOc1ccc(CN2CCN(Cc3cccc(Oc4ccccc4)c3)CC2)cc1 returned TEAD-YAP inh -1, GPR151 ag 1.0, MITF inh 27 and FBW7 activator -0.1.
Screening Nc1nonc1NC(=O)CSc1ncccc1C(=O)O returned TEAD-YAP inh 5, GPR151 ag 1.0, MITF inh -2 and FBW7 activator 0.1.
`O=C(Nc1ccc2oc(-c3ccc(Br)cc3)nc2c1)c1ccc([N+](=O)[O-])cc1` gave TEAD-YAP inh -7, GPR151 ag 0.4, MITF inh -10 and FBW7 activator 0.4.
Screening Cc1cc(/C=C2/C(=N)N3N=C(C(F)(F)F)SC3=NC2=O)c(C)n1-c1cccc2ccccc12 returned TEAD-YAP inh 1, GPR151 ag 1.2, MITF inh 9 and FBW7 activator 0.0.
Screening O=C(Nc1ccccc1Cl)c1sc2ccccc2c1Cl returned TEAD-YAP inh -59, GPR151 ag 3.0, MITF inh 3 and FBW7 activator 0.0.
Screening COc1ccc(Br)cc1C(=O)NN1C(=O)c2ccccc2C1=O returned TEAD-YAP inh 2, GPR151 ag 2.3, MITF inh -4 and FBW7 activator -0.2.
Screening Cc1ccnc(SC2CC(=O)N(c3ccccc3)C2=O)n1 (centres undefined) returned TEAD-YAP inh -4, GPR151 ag -1.4, MITF inh 4 and FBW7 activator 1.0.
`Cc1nc2cc(-c3ccccc3)ccc2o1` gave TEAD-YAP inh 2, GPR151 ag -0.3, MITF inh 3 and FBW7 activator 0.0.
For CN1C(=S)N(c2ccccc2)C(=O)/C1=C/c1ccco1 the results were TEAD-YAP inh 18, GPR151 ag 0.3, MITF inh 9 and FBW7 activator 0.1.

Structures shown so far that contain a nitro group on carbon:
O=C(CSc1ccc(C(F)(F)F)cc1[N+](=O)[O-])Nc1ccccc1Br was read as TEAD-YAP inh 3, GPR151 ag -0.7, MITF inh 12 and FBW7 activator 0.2.
`O=C(Nc1ccc2oc(-c3ccc(Br)cc3)nc2c1)c1ccc([N+](=O)[O-])cc1` gave TEAD-YAP inh -7, GPR151 ag 0.4, MITF inh -10 and FBW7 activator 0.4.

Back to the main list, starting 2 compounds before the break.
`Cc1nc2cc(-c3ccccc3)ccc2o1` gave TEAD-YAP inh 2, GPR151 ag -0.3, MITF inh 3 and FBW7 activator 0.0.
For CN1C(=S)N(c2ccccc2)C(=O)/C1=C/c1ccco1 the results were TEAD-YAP inh 18, GPR151 ag 0.3, MITF inh 9 and FBW7 activator 0.1.
`O=C(NC1CCCC1)c1cc2nc(-c3ccco3)cc(C(F)(F)F)n2n1` gave TEAD-YAP inh 1, GPR151 ag -1.4, MITF inh -1 and FBW7 activator 1.5.
For c1nc(NCCCN2CCCC2)c2[nH]cnc2n1 the results were TEAD-YAP inh 7, GPR151 ag 4.6, MITF inh -4 and FBW7 activator 0.0.
O=C(/C=C/c1ccc(Cl)cc1)NNC(=O)CC12CC3CC(CC(C3)C1)C2 was read as TEAD-YAP inh 3, GPR151 ag 1.3, MITF inh 13 and FBW7 activator -0.1.
Screening COc1ccc(-c2cccc(=O)n2Cc2ccc(F)cc2F)cc1 returned TEAD-YAP inh 1, GPR151 ag -0.1, MITF inh 13 and FBW7 activator 0.3.
`Cc1cccc(C(=O)NNC(=O)CSc2nnc(-c3ccccc3N)n2C)c1` gave TEAD-YAP inh -5, GPR151 ag 3.5, MITF inh -5 and FBW7 activator -0.1.
CCOc1cc(C=C2C(=O)NC(=O)NC2=O)ccc1OCc1cccc2ccccc12 was read as TEAD-YAP inh -19, GPR151 ag -0.3, MITF inh 2 and FBW7 activator -0.3.
`O=C(Cc1ccccc1)NC1c2ccccc2-c2ccccc21` gave TEAD-YAP inh -2, GPR151 ag -0.8, MITF inh 3 and FBW7 activator -0.1.
For Cc1cc(NC(=O)COC(=O)c2ccc(Cl)cc2)no1 the results were TEAD-YAP inh 11, GPR151 ag 0.3, MITF inh 6 and FBW7 activator 0.1.
For O=C(Nc1ccc2oc(-c3ccc(F)cc3)nc2c1)c1cc(Br)ccc1Cl the results were TEAD-YAP inh 4, GPR151 ag 0.1, MITF inh 13 and FBW7 activator 0.1.
For CN(CCNS(=O)(=O)c1cccc2cccnc12)Cc1ccccc1 the results were TEAD-YAP inh 9, GPR151 ag 0.0, MITF inh 1 and FBW7 activator -0.1.
For O=C(CSc1ccccc1)Nc1cc(Cl)ccc1C(=O)O the results were TEAD-YAP inh -4, GPR151 ag -0.3, MITF inh -4 and FBW7 activator -0.3.
`FC(F)(F)c1ncn(-c2ccc(Nc3nccc(-c4ccc5c(c4)OCO5)n3)cc2)n1` gave TEAD-YAP inh -2, GPR151 ag 0.0, MITF inh -22 and FBW7 activator 0.1.
O=C(CCSc1ccc(Cl)cc1)Nc1ccc(F)cc1 was read as TEAD-YAP inh 5, GPR151 ag -1.1, MITF inh 3 and FBW7 activator 0.2.
`CCOc1ccc(C(=O)Nc2ccccc2N2CCN(C)CC2)cc1[N+](=O)[O-]` gave TEAD-YAP inh 8, GPR151 ag -1.5, MITF inh 18 and FBW7 activator 0.8.
Screening CCC(C)c1ccccc1NC(=O)COC(=O)c1ccc(Cl)c(N)c1 (centres undefined) returned TEAD-YAP inh -2, GPR151 ag 1.2, MITF inh -9 and FBW7 activator 0.0.
`COc1ccc(NC(=O)c2cnn3c(C(F)(F)F)cc(-c4ccc(C)cc4)nc23)cc1` gave TEAD-YAP inh -5, GPR151 ag 1.2, MITF inh -1 and FBW7 activator -0.1.
Cc1ccc(NS(=O)(=O)c2ccc(NC(=O)N3CCCC3)cc2)cc1Cl was read as TEAD-YAP inh -2, GPR151 ag 0.0, MITF inh 11 and FBW7 activator 0.1.
`COc1ccc(C2/C(=C(\O)c3ccc(F)cc3)C(=O)C(=O)N2CCN2CCOCC2)cc1` (centres undefined) gave TEAD-YAP inh 10, GPR151 ag -0.3, MITF inh 4 and FBW7 activator 0.1.
For Cc1cccc2cc3c(N)c(C(=O)Nc4ccc(N5CCOCC5)cc4)sc3nc12 the results were TEAD-YAP inh -9, GPR151 ag -0.6, MITF inh 16 and FBW7 activator 0.1.
For CCOC(=O)c1sc(=S)n(-c2ccc(Cl)cc2)c1N the results were TEAD-YAP inh 4, GPR151 ag 3.6, MITF inh 3 and FBW7 activator -0.1.
For Cc1ccc(C(=O)NNC(=O)C2CCN(C(=O)OC(C)(C)C)CC2)cc1 the results were TEAD-YAP inh -5, GPR151 ag -1.0, MITF inh 16 and FBW7 activator 1.1.
For O=C(NCC1CCC2(CCN(C(=O)CC3CCCC3)CC2)O1)c1ccccn1 (centres undefined) the results were TEAD-YAP inh 10, GPR151 ag 1.4, MITF inh 2 and FBW7 activator -0.2.
For Cc1ccccc1C(=O)Nc1ccc(N2CCN(C)CC2)cc1 the results were TEAD-YAP inh -49, GPR151 ag -4.3, MITF inh 15 and FBW7 activator -0.1.
CC1Sc2cc(S(=O)(=O)NC(C)c3ccccc3)ccc2NC1=O (centres undefined) was read as TEAD-YAP inh -2, GPR151 ag -0.9, MITF inh -1 and FBW7 activator 0.0.
For Cc1ccc2c(c1)N(C(C)C(=O)NCc1ccccc1)C(=O)CO2 (centres undefined) the results were TEAD-YAP inh 6, GPR151 ag 0.7, MITF inh 11 and FBW7 activator 0.0.
COc1ccccc1C(=O)Nc1noc2ccccc12 was read as TEAD-YAP inh 27, GPR151 ag -4.7, MITF inh 15 and FBW7 activator 0.1.
Cc1ccc(Cl)cc1NC(=O)CN(C)S(=O)(=O)c1ccc2c(c1)C(C)(C)C(=O)N2C was read as TEAD-YAP inh 2, GPR151 ag 0.1, MITF inh -4 and FBW7 activator -0.1.
Screening COc1ccc(-n2nnnc2SCC(=O)Nc2sc3c(c2C(N)=O)CCC3)cc1 returned TEAD-YAP inh 13, GPR151 ag 0.3, MITF inh 9 and FBW7 activator 0.0.
CC[C@H](C)[C@@H]1NC(=O)[C@@H]2C[C@H](NC(=O)Nc3cccc(Cl)c3)CN2C1=O was read as TEAD-YAP inh -21, GPR151 ag 5.3*, MITF inh -10 and FBW7 activator 0.0.
Screening COc1cccc(-c2nc(-c3cccs3)no2)c1 returned TEAD-YAP inh 14, GPR151 ag 2.8, MITF inh -9 and FBW7 activator -0.1.
`O=C(COc1ccccc1)N1CCN(c2ccc(Nc3ccccn3)nn2)CC1` gave TEAD-YAP inh 10, GPR151 ag -0.4, MITF inh 8 and FBW7 activator -0.8.
`O=C1NC2=C(CCC/C2=C\c2ccccc2)C(c2ccccc2)N1` (centres undefined) gave TEAD-YAP inh 0, GPR151 ag 0.6, MITF inh 5 and FBW7 activator 0.7.
CCN(c1ccc(Cl)cc1)S(=O)(=O)c1nnc(NC(=O)c2ccccc2C)s1 was read as TEAD-YAP inh -6, GPR151 ag 2.1, MITF inh 3 and FBW7 activator -0.1.
For c1ccc2sc(-c3cnc(N4CCCCC4)nc3)cc2c1 the results were TEAD-YAP inh -39, GPR151 ag 0.4, MITF inh 4 and FBW7 activator 0.6.
For CCOc1ccc(N2Cc3ccccc3C2)cc1 the results were TEAD-YAP inh -39, GPR151 ag -1.5, MITF inh 1 and FBW7 activator -0.5.
Screening Cc1ccc(C(=O)N2CCN(c3ncccn3)CC2)o1 returned TEAD-YAP inh -14, GPR151 ag -1.0, MITF inh 4 and FBW7 activator -0.1.
C=CCn1cnc2c(NCc3ccccc3)ncnc21 was read as TEAD-YAP inh -16, GPR151 ag -0.2, MITF inh 8 and FBW7 activator 0.1.
COc1ccc(N2CCN(C(=O)c3ccc4c(c3)NC(=O)C(CSCc3c(F)cccc3Cl)N4)CC2)cc1 (centres undefined) was read as TEAD-YAP inh 1, GPR151 ag 1.2, MITF inh 11 and FBW7 activator 0.2.
For CCN(CC)S(=O)(=O)c1cccc(C(=O)Nc2nnc(Cc3cccc(C)c3)s2)c1 the results were TEAD-YAP inh 3, GPR151 ag -0.1, MITF inh 4 and FBW7 activator 0.0.
Screening O=C(Nc1cccnc1)c1cccc([N+](=O)[O-])c1 returned TEAD-YAP inh 6, GPR151 ag -0.3, MITF inh 6 and FBW7 activator 0.0.

Random excerpt: 4 compounds from above
`CCOc1ccc(C(=O)Nc2ccccc2N2CCN(C)CC2)cc1[N+](=O)[O-]` gave TEAD-YAP inh 8, GPR151 ag -1.5, MITF inh 18 and FBW7 activator 0.8.
Screening COc1ccc(-c2cccc(=O)n2Cc2ccc(F)cc2F)cc1 returned TEAD-YAP inh 1, GPR151 ag -0.1, MITF inh 13 and FBW7 activator 0.3.
Screening O=C(Nc1ccccc1Cl)c1sc2ccccc2c1Cl returned TEAD-YAP inh -59, GPR151 ag 3.0, MITF inh 3 and FBW7 activator 0.0.
For O=C(NCC1CCC2(CCN(C(=O)CC3CCCC3)CC2)O1)c1ccccn1 (centres undefined) the results were TEAD-YAP inh 10, GPR151 ag 1.4, MITF inh 2 and FBW7 activator -0.2.

Source: PubChem BioAssay (The Scripps Research Institute Molecular Screening Center)
